# Source: PubChem (several laboratories)
# SUMO1-SIM PPI: modulators of SUMO1 protein-protein interactions, primary screen, biochemical, uHTS. Small ubiquitin-related modifier 1 (Homo sapiens), P63165. SUMO1 binding to a labelled peptide, TR-FRET, 1 h. inhibition, % at 20 µM. actives 0.33% (n = 360,000); in the data active = inhibition above about 37%
# LMPTP inh: LMPTP phosphatase inhibitors, primary screen, biochemical, fluorescence intensity, uHTS. Low molecular weight phosphotyrosine protein phosphatase (Homo sapiens), P24666. recombinant LMPTP-A, OMFP fluorogenic substrate. inhibition, % at 20 µM. actives 0.22% (n = 360,000). AID 651560, 2012;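 active = compounds that cut the enzyme signal by at least half of the control window in the single-dose screen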;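 also: plate controls were DMSO wells with enzyme plus substrate for no effect and substrate without enzyme for full effect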
# Target sequence (P24666 whole entry, looked up): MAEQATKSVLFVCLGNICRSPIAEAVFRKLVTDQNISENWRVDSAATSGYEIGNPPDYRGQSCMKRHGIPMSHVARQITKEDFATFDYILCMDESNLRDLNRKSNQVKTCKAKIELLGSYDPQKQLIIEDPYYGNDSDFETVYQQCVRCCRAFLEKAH
#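 test system = LMPTP-A | amount = 0.625 nM LMPTP-A final | reagent = fluorogenic phosphatase substrate OMFP at 400 µM final | incubation = 50 min at room temperature | benchmarks = no-enzyme low control, uninhibited high control | medium = Bis-Tris pH 6.0, DTT, detergent | signal = fluorescence intensity of OMFP turnover product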
# STEP inh: STEP phosphatase inhibitors, primary screen, biochemical, fluorescence intensity, uHTS; Tyrosine-protein phosphatase non-receptor type 5 (Homo sapiens), P54829; recombinant STEP, OMFP fluorogenic substrate; inhibition, % at 20 µM; actives 0.25% (n = 360,000); AID 588621, 2011;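 active = inhibition at 20 µM, scaled per plate between control wells, above about 37%, limit read from the data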;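 also: 0% = DMSO with enzyme and substrate and 100% = substrate only without enzyme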
#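 medium = Bis-Tris buffer pH 6.0, 2.5 mM DTT, 0.005% Tween 20 | test system = STEP (striatal-enriched tyrosine phosphatase) enzyme, cell-free | measure = normalized % inhibition | compound dosing = 20 µM, 1% DMSO | also added = 25 µM OMFP | schedule = reaction 20 min, ambient temperature | measured by = fluorescence read at 480 nm ex / 540 nm em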
# DNMT1 block: human DNMT1 methyltransferase inhibitors, primary screen, biochemical, molecular beacon, fluorescence, HinP1I cleavage, uHTS | inhibition (reported as % activation of signal), % at 10 µM | actives 0.83% (n = 360,000) | DNA (cytosine-5)-methyltransferase 1 (Homo sapiens), P26358 | AID 588458, 2011; in the data active = inhibition above about 50%
# Rpn11 inh: Rpn11 (PSMD14) deubiquitinase inhibitors, primary screen, biochemical, fluorescence polarization, uHTS; actives 0.59% (n = 360,000); 26S proteasome non-ATPase regulatory subunit 14 (Homo sapiens), O00487; calls only at 20 µM; human 26S proteasome, Ub4-pepOG fluorescence polarization; 20S core pre-blocked with epoxomicin;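 active = inhibition at 20 µM, scaled to each plate's controls, above about 33%, limit read from the data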
# CSN deneddyl inh: inhibitors of CSN-mediated cullin deneddylation, primary screen, biochemical, fluorescence polarization, uHTS | COP9 signalosome complex subunit 5 (Homo sapiens), Q92905 | Purified CSN, SCF-Nedd8-OG deneddylation | inhibition, % at 12.5 µM | actives 0.38% (n = 360,000) | AID 651999, 2013;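 active = pattern-corrected inhibition above about 35%, with an unprinted fluorescence ratio check between 0.5 and 1.5, limit read from the data, passing the limit was not always enough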;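 also: 0% = enzyme with substrate and 100% = substrate without enzyme; some results filed as inactive read as strong as hits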
#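 Test system: Human Csn5 produced in HEK293T cells | Compound: 12.5 µM single point | Times: 90 min, room temperature | Signal: Fluorescence polarization readout | Read-out basis: % inhibition of substrate cleavage by Csn5 | Controls: no-enzyme wells high, enzyme-with-substrate wells low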
# Scp-1 inhibitor: Scp-1 phosphatase inhibitors, primary screen, biochemical, colorimetric, uHTS; Recombinant Scp1, phosphopeptide, malachite green phosphate absorbance; actives 0.88% (n = 340,000); AID 493091, 2011; Carboxy-terminal domain RNA polymerase II polypeptide A small phosphatase 1 (Homo …; inhibition, % at 20 µM;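 active = inhibition above about 50% at 20 µM, limit read from the data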;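 also: plate controls were DMSO wells with enzyme for no effect and wells lacking enzyme for full effect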
# Target sequence (Q9GZU7 76-261 limits assumed): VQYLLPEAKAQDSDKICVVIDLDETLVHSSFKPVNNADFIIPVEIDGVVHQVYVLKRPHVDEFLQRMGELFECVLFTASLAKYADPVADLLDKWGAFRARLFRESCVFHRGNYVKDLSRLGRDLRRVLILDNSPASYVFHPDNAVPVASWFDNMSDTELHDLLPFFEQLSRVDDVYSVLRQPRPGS
#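 Incubation: 45 min enzyme reaction at room temperature / System: truncated SCP-1 phosphatase (76-261aa) / Reagent: Phospho 17-mer peptide substrate / Buffer or medium: Acidic Tris acetate buffer with magnesium and detergent / Signal: absorbance at 630 nm / Doses: one concentration, 20 µM, with 1.0% DMSO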
# Neddylation inh: inhibitors of cullin neddylation, primary screen, biochemical, TR-FRET, uHTS, NAE and Ubc12; calls only at 25 µM; actives 0.58% (n = 360,000); AID 651699, 2012; in the data active = inhibition above about 36%
# Target sequence (P61081 whole entry, looked up): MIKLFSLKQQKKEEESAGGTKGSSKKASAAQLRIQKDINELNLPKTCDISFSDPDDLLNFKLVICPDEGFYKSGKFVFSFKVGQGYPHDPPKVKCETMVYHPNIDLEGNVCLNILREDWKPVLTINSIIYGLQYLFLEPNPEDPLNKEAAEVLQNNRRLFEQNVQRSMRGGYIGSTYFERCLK
# Target sequence (Q13564 whole entry, looked up): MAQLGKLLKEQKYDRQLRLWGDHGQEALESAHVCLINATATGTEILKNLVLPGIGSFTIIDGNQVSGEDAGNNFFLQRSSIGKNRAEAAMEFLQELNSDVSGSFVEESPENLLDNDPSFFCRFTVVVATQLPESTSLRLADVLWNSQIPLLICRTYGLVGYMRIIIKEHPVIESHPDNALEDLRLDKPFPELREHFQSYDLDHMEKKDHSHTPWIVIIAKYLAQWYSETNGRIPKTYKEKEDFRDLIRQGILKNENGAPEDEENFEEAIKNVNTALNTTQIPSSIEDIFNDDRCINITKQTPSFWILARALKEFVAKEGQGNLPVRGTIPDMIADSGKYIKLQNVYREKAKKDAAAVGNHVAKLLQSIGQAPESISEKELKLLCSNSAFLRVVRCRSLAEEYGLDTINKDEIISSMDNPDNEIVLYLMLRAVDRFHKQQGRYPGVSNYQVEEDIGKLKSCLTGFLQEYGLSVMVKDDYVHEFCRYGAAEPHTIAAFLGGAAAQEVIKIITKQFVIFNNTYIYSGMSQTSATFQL
# Rin1 Abl inh: inhibitors of Rin1-Abl protein binding, primary screen, biochemical, TR-FRET; Tyrosine-protein kinase ABL1 (Homo sapiens) + Ras and Rab interactor 1 (Homo sapiens), …; inhibition, % at 7.35 µM; actives 0.4% (n = 360,000); AID 588664, 2011; in the data active = inhibition above about 5%, passing the limit was not always enough
# NadD block: inhibitors of S. aureus NadD, primary screen, biochemical, colorimetric, uHTS | purified NadD enzyme, colorimetric absorbance read-out | actives 0.78% (n = 360,000) | inhibition, % at 20 µM | Nicotinate-nucleotide adenylyltransferase NadD (Staphylococcus aureus N315) | AID 602399, 2012; in the data active = inhibition above about 26%; also: some compounds past the cut are filed as inactive
# Numbers without * were called inactive; i = inactive; x = not tested or not shown; + = active, no number. Not a hit list; overall some 3.8% were active at least once.
cpd | SMILES | SUMO1-SIM PPI | LMPTP inh | STEP inh | DNMT1 block | Rpn11 inh
1 | O=C1c2ccccc2C(O)(c2ncc[nH]2)N1CCc1ccccc1 (configuration not stated) | -1 | -0.5 | -1 | -3 | i
2 | O=C(Nc1ccc2ccccc2c1)c1ccccc1[N+](=O)[O-] | -15 | 1.3 | 0 | -4 | i
3 | COc1cc(NC(=O)c2nnn(Cc3ccc(SC)cc3)c2N)cc(OC)c1 | 7 | 3.4 | -2 | -6 | i
4 | Cc1ccc(C(=O)NCC(=O)Nc2ccc(C)c(S(=O)(=O)Nc3ccc(Cl)cc3)c2)s1 | 10 | 3.8 | -3 | -11 | i
5 | CCOc1ccc(NC(=O)c2ccc(S(=O)(=O)N3CCOCC3)cc2)cc1 | 3 | 0.6 | -1 | -2 | i
6 | CC1(C)CC(=O)C2=C(C1)Nc1ccccc1S2 | -28 | 0.7 | 0 | 2 | i
7 | COc1ccc(/C=C/C(=O)c2c(C)nc3ccccn23)cc1 | -19 | 2.2 | 0 | -3 | i
8 | CCOc1ccccc1C(=O)NC(C(=O)NCc1ccc(F)cc1)C(C)C (configuration not stated) | 0 | -2.1 | -2 | 5 | i
9 | O=C(CSc1nc(Nc2ccccc2)nc(N2CCOCC2)n1)N1CCc2ccccc21 | -7 | 2.3 | 3 | -3 | i
10 | CCCN(C(=O)c1nc2nccc(C)n2n1)c1c(N)n(Cc2ccccc2)c(=O)[nH]c1=O | 2 | -0.8 | 1 | 2 | i
11 | CCCCCC(=O)Nc1c2c(nc3ccccc13)CCC2 | 1 | -1.6 | -3 | 1 | i
12 | CCN(Cc1ccccc1)C(=O)c1[nH]c2ccc(OC)cc2c1C | 1 | -0.1 | -3 | -3 | i
13 | Cc1ccc(CN2CC(C(=O)Nc3cccc(C)n3)CC2=O)cc1 (configuration not stated) | 6 | -0.1 | 0 | 1 | i
14 | Cc1ccc(OCc2ccccc2C)c([N+](=O)[O-])n1 | -21 | 0.2 | 1 | 0 | i
15 | COc1ccc(NC(=O)C2CCN(c3cnccn3)CC2)cc1OC | -4 | -0.4 | -2 | 1 | i

cpd | CSN deneddyl inh | Scp-1 inhibitor | Neddylation inh | Rin1 Abl inh | NadD block
1 | 7 | -5 | i | 2 | 1
2 | -2 | -13 | i | -4 | -2
3 | -7 | -19 | i | -1 | -10
4 | -5 | 1 | i | 3 | 26
5 | -4 | -4 | i | 1 | -12
6 | -2 | 2 | i | -8 | 10
7 | 4 | -2 | i | 2 | 6
8 | -5 | 3 | i | 0 | -5
9 | 18 | 0 | i | 2 | 15
10 | -7 | -1 | i | 0 | 0
11 | -1 | -8 | i | -2 | -7
12 | -1 | -6 | i | 2 | -4
13 | 1 | -3 | i | 3 | -5
14 | 0 | -7 | i | 4 | -10
15 | 1 | -3 | i | 0 | -8

# Later entries
cpd | SMILES | SUMO1-SIM PPI | LMPTP inh | STEP inh | DNMT1 block | Rpn11 inh
16 | CCC(COC)NCc1cn(-c2ccc(OC)cc2)nc1-c1cccc(F)c1 (configuration not stated) | 1 | -0.6 | 7 | 3 | i
17 | CC(=O)Nc1ccccc1NC(=O)c1ccccc1 | 4 | -1.4 | 2 | 3 | i
18 | Cc1ccc(OCC(=O)NC(=S)Nc2ccc(S(=O)(=O)Nc3cc(C)on3)cc2)c(Br)c1 | 2 | -1.8 | -1 | 8 | i
19 | O=C(CSc1nnc(-c2cccnc2)n1Cc1ccco1)c1ccc(Br)cc1 | 1 | -2.0 | 0 | 0 | i
20 | COc1cccc(/C=N/NC(=O)N/N=C/c2cccc(OC)c2O)c1O | 3 | 1.2 | 1 | 0 | i
21 | Cc1cc(C)n(C(=O)CNC(=O)C2COc3ccccc3O2)n1 (configuration not stated) | -1 | -0.6 | -4 | 4 | i
22 | COc1ccc(-c2noc(CCC(=O)N3CCN(c4ccccc4C)CC3)n2)cc1 | 3 | 1.1 | 2 | -4 | i
23 | CC(C)(C)N(Cc1ccccc1)C(=O)COC(=O)c1ccc2ccccc2n1 | -27 | -0.8 | -2 | 3 | i
24 | COC(=O)N1[C@H](C)C=C[C@]1(Cc1ccccc1)C(=O)O | 6 | 0.1 | -1 | 9 | i
25 | COc1ccccc1NC(=O)CN1C(=O)NC(CC(C)C)C1=O (configuration not stated) | -2 | -1.0 | 2 | 0 | i
26 | CN1CCN(c2ccc(NC(=O)c3cc4ccccc4o3)cc2)CC1 | 2 | 1.8 | 1 | -1 | i
27 | COc1ccc(-c2cc(C(=O)Nc3cc(Br)ccc3O)no2)cc1 | -1 | 69* | 29 | 57* | +
28 | CCN(CC)S(=O)(=O)c1cccc(-c2nnc(SCc3ncc(-c4ccccc4)o3)n2C)c1 | 2 | 0.4 | 2 | 7 | i
29 | CCCCCC[N+](C)(C)CC/C=C1/c2ccccc2Sc2ccc(Cl)cc21 | -67 | 1.6 | 0 | 8 | i
30 | O=C(Cc1cccc2ccccc12)NN1C(=O)/C(=C\c2cccnc2)SC1=S | 3 | -0.9 | 5 | 16 | i

cpd | CSN deneddyl inh | Scp-1 inhibitor | Neddylation inh | Rin1 Abl inh | NadD block
16 | 3 | -7 | x | 2 | -4
17 | -3 | -3 | i | -2 | -3
18 | 4 | -9 | i | 2 | 22
19 | 0 | -5 | i | 0 | 4
20 | 1 | -15 | i | 3 | 6
21 | -5 | 0 | i | 2 | 3
22 | -8 | 9 | i | -1 | -2
23 | -2 | -5 | i | 0 | -4
24 | 1 | -3 | i | 1 | 2
25 | -7 | -4 | i | -1 | -3
26 | -1 | -10 | i | 0 | -10
27 | 6 | -15 | i | 1 | 2
28 | -2 | 3 | i | -4 | 2
29 | 2 | 10 | i | -2 | 2
30 | -1 | -9 | i | 0 | 19

# Remaining list, next part:
cpd | SMILES | SUMO1-SIM PPI | LMPTP inh | STEP inh | DNMT1 block | Rpn11 inh
31 | CCOc1ccccc1OC(=O)c1cc2ccccc2oc1=O | -15 | 2.0 | 0 | 0 | i
32 | Cc1cc(NS(=O)(=O)c2ccc(NC(=O)c3ccc([N+](=O)[O-])cc3)cc2)nc(C)n1 | -18 | -1.6 | 2 | 5 | i
33 | CC(Oc1ccc(Cl)cc1Cl)/C(N)=N/O (configuration not stated) | -2 | -2.5 | 0 | 1 | i
34 | O=C(Cn1c(=O)n(Cc2ccc(F)cc2)c(=O)c2ccccc21)NCC1CCCO1 (configuration not stated) | -6 | -0.7 | -1 | 0 | i
35 | CC(C(=O)Nc1ccc2nccnc2c1)N1C(=O)C2C3C=CC(C3)C2C1=O (configuration not stated) | -15 | 0.0 | 1 | -5 | i
36 | CCCCCCCC(=O)C(C)C(=O)N(C)[C@H](Cc1ccc(OC)cc1)C(=O)N(C)[C@H](C(N)=O)C(C)C (some centres not stated) | 0 | 0.7 | 2 | 7 | i
37 | Fc1ccc(NC(=S)Nc2cc(Cl)ccc2Cl)cc1 | 2 | -2.5 | 1 | -2 | i
38 | COc1ccc(-c2oc(=O)c3cc(OC)c(OC)cc3c2C#CCCO)cc1 | -15 | 0.9 | 0 | -10 | i
39 | CCOc1ccc(CN2CCN(C(=O)c3cccc(F)c3)CC2)cc1 | 2 | -2.5 | -3 | -4 | i
40 | CC(=O)Nc1ccc2[nH]ccc2c1 | -5 | -3.3 | -4 | 5 | i
41 | COc1cccc(NC(=O)CSCC(=O)O)c1 | 3 | -1.8 | -2 | 3 | i
42 | CCc1ccc(S(=O)(=O)Nc2c(C)nc3nc[nH]n3c2=O)cc1 | 4 | -0.2 | -2 | 0 | i
43 | COc1ccc(CCNC(=O)/C=C/C(=O)O)cc1 | 3 | -0.8 | 3 | 1 | i
44 | CCS(=O)(=O)N1CCN(c2ccc(Cl)cc2[N+](=O)[O-])CC1 | -22 | -0.1 | 2 | 0 | i
45 | CCCCCn1c(SCc2cccc(C)c2)nc2c1c(=O)[nH]c(=O)n2C | 6 | 3.7 | 1 | 5 | i

cpd | CSN deneddyl inh | Scp-1 inhibitor | Neddylation inh | Rin1 Abl inh | NadD block
31 | 1 | -13 | i | 1 | -1
32 | 0 | x | i | 1 | -1
33 | 2 | -11 | i | 1 | -2
34 | 1 | -1 | i | -1 | 4
35 | -1 | -15 | + | -5 | 1
36 | 3 | -8 | i | -7 | -5
37 | -4 | 0 | i | 2 | -2
38 | -7 | -12 | x | -6 | -20
39 | -2 | -1 | i | 4 | -4
40 | -1 | 4 | i | 3 | -2
41 | 5 | 5 | i | 2 | 0
42 | -6 | 2 | i | 3 | -1
43 | -5 | -2 | i | 1 | 0
44 | -2 | -1 | i | -5 | -3
45 | 1 | -13 | i | -2 | 0

# Further compounds:
cpd | SMILES | SUMO1-SIM PPI | LMPTP inh | STEP inh | DNMT1 block | Rpn11 inh
46 | O=c1[nH]c(C2CCN(S(=O)(=O)c3ccc(S(=O)(=O)NC4CC4)cc3)CC2)nc2c1nnn2Cc1cccc(F)c1 | 1 | 1.7 | -2 | -8 | i
47 | Cc1[nH]c(C)c(S(=O)(=O)Nc2ccccc2)c1C(=O)N1CCCC1 | 4 | -0.5 | -1 | 2 | i
48 | Cc1ccc(OC(=O)c2cc(=O)c3ccccc3o2)cc1 | 0 | 1.1 | 0 | 2 | i
49 | COc1ccc(NC(=O)NCCCCc2ccccc2)c(OC)c1 | 5 | 0.1 | -1 | 0 | i
50 | Cc1ccccc1S(=O)(=O)Cc1ccc(C(=O)NCc2ccccc2)o1 | 1 | -1.3 | -3 | -3 | i

cpd | CSN deneddyl inh | Scp-1 inhibitor | Neddylation inh | Rin1 Abl inh | NadD block
46 | 1 | 9 | i | -2 | 27
47 | 4 | -6 | i | -1 | 3
48 | -1 | 1 | i | 3 | 1
49 | 2 | -8 | i | 5 | -1
50 | 2 | -4 | i | 0 | -7
